SKN-1 block: C. elegans SKN-1 inhibition | C. elegans VP596 Pgst-4::GFP/RFP ratio, acrylamide-induced, 24 h | inhibition, % at 21.8 µM | actives 0.49% (n = 360,000);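 active = interference check ratio from 0.5 to 1.5 plus GFP to RFP signal ratio inhibition reaching or exceeding a fixed threshold, cut at about 30% in these data, passing the limit was not always enough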; also: some compounds called inactive have numbers as strong as hits
Rpn11 block: blocks the human proteasome subunit Rpn11 | O00487 | human 26S proteasome, Ub4-pepOG fluorescence polarization; 20S core pre-blocked with epoxomicin | calls only at 20 µM | actives 0.59% (n = 360,000) | AID 588493;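 active = inhibition at 20 µM, scaled to each plate's controls, above about 33%, limit read from the data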
Target sequence (O00487 whole entry, looked up): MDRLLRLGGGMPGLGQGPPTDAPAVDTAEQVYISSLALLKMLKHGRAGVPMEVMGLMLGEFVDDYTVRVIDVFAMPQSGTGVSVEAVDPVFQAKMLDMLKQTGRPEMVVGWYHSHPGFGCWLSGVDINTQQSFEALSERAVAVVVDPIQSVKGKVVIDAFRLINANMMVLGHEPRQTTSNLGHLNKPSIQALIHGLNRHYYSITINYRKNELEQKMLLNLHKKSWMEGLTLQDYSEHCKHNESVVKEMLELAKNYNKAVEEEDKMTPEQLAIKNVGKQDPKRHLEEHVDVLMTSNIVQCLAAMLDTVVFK
DNMT1 inh: DNMT1 (human) enzyme inhibition | DNMT1 molecular beacon, Hinp1I cleavage, fluorescence | actives 0.83% (n = 360,000) | P26358 | AID 588458 | inhibition (reported as % activation of signal), % at 10 µM; in the data active = inhibition above about 50%
STEP inh: inhibitors of human striatal-enriched phosphatase STEP; P54829; recombinant STEP, OMFP fluorogenic substrate, fluorescence; inhibition, % at 20 µM; actives 0.25% (n = 360,000); AID 588621;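 active = inhibition at 20 µM, scaled per plate between control wells, above about 37%, limit read from the data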;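 also: 0% = DMSO with enzyme and substrate and 100% = substrate only without enzyme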
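Material: STEP (striatal-enriched tyrosine phosphatase) enzyme, cell-free | Medium: 50 mM Bis-Tris pH 6.0 with 2.5 mM DTT and 0.005% Tween 20 | Read-out: Percent inhibition scaled to no-enzyme and uninhibited-enzyme controls, plate-pattern corrected | Signal: Fluorescence read at 480 nm ex / 540 nm em | Times: 20 min reaction, room temperature, in the dark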
Scp1 inh: blocks human Scp-1 phosphatase activity; Q9GZU7; Recombinant Scp1, phosphopeptide, malachite green phosphate absorbance; inhibition, % at 20 µM; actives 0.88% (n = 340,000);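 active = inhibition above about 50% at 20 µM, limit read from the data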;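 also: plate controls were DMSO wells with enzyme for no effect and wells lacking enzyme for full effect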
Target sequence (Q9GZU7 76-261 limits assumed): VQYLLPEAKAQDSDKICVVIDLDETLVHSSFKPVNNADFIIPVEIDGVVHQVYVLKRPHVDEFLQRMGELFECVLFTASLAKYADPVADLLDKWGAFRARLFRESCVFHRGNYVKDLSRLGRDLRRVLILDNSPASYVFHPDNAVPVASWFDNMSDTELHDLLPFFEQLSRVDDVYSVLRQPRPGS
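Test system: SCP-1 phosphatase catalytic domain, residues 76-261; measured by: colorimetric phosphate reagent with accelerator and stabiliser, absorbance at 630 nm; timing: enzyme reaction 45 min at room temperature, colour 5 min, stabilisation 30 min; also added: Phosphorylated 17-residue peptide substrate; compound dosing: one concentration, 20 µM, with 1.0% DMSO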
LMPTP block: blocks human LMPTP phosphatase; recombinant LMPTP-A, OMFP fluorogenic substrate, fluorescence intensity; actives 0.22% (n = 360,000); inhibition, % at 20 µM; AID 651560;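 active = compounds that cut the enzyme signal by at least half of the control window in the single-dose screen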;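 also: plate controls were DMSO wells with enzyme plus substrate for no effect and substrate without enzyme for full effect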
Target sequence (P24666 whole entry, looked up): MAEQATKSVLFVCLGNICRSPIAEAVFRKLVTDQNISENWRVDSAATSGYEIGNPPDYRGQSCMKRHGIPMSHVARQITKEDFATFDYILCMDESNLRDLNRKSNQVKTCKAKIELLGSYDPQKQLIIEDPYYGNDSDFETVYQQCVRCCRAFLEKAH
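material = LMPTP-A | quantity = 0.625 nM enzyme | reagent = OMFP substrate, 400 µM final | buffer or medium = Bis-Tris pH 6.0, DTT, detergent | detection = endpoint fluorescence intensity from OMFP dephosphorylation | dosing = single 20 µM dose | read-out basis = % inhibition relative to no-enzyme and uninhibited control wells | control set = no-enzyme and uninhibited controls | timing = 50 min at room temperature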
MT1-MMP act inh: MT1-MMP (human) activation inhibition. actives 0.061% (n = 360,000). P50281. HT1080 RFP-PRO-GFP cells, GFP/RFP ratio fluorescence, overnight; percent of plate control window, DMSO zero. GFP/RFP ratio change, % at 20 µM;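 active = GFP/RFP ratio change of at least 30% with cell ATP level not reduced by more than half and red fluorescence within 50% of control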; also: strong numbers were not always called active
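Assay system – RFP-PRO-GFP reporter HT1080 cells · Compound dosing – single dose of 20 µM compound, 1% DMSO final · Incubation – overnight compound exposure at 37 °C · Measure – GFP/RFP fluorescence ratio · Benchmarks – DMSO wells and RFP-L50D-GFP cells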
SUMO1 PPI mod: alters human SUMO1 binding to SIM partners; P63165; SUMO1 binding to a labelled peptide, TR-FRET, 1 h; inhibition, % at 20 µM; actives 0.33% (n = 360,000); in the data active = inhibition above about 37%
Target sequence (P63165 whole entry, looked up): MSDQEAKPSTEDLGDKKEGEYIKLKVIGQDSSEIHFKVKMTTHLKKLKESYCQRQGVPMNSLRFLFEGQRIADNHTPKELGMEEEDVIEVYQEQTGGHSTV
NRP1-CendR mod: modulators of CendR peptide binding to human neuropilin-1; FAM-RPARPAR peptide binding to NRP-1, fluorescence polarization; inhibition, % at 25 µM; actives 0.85% (n = 360,000);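 active = inhibition or corrected inhibition above about 18%, plus a signal ratio from 0.5 to 1.5, limit read from the data, passing the limit was not always enough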; also: strong numbers were not always called active
NadD inh: NadD (S. aureus) enzyme inhibition; purified NadD enzyme, colorimetric absorbance read-out; inhibition, % at 20 µM; actives 0.78% (n = 360,000); in the data active = inhibition above about 26%; also: some compounds past the cut are filed as inactive
* = called active by the depositor; i = inactive; . = no result given.

Sequence of screens: SKN-1 block, Rpn11 block, DNMT1 inh, STEP inh, Scp1 inh, LMPTP block, MT1-MMP act inh, SUMO1 PPI mod, NRP1-CendR mod, NadD inh
1) O=C(CCS(=O)(=O)c1ccc(Br)cc1)N1CCCCCC1
→ 15, i, 100*, 3, 79*, 0.1, 4, 43*, -8, -10
2) COc1cccc(C(=O)Nc2nnc(S(=O)(=O)N3CCCC3)s2)c1
→ 4, i, -4, -3, -7, 0.6, -1, 8, -6, -1
3) CN1CCC2(CC1)N=C(c1ccc(F)cc1)C(=S)N2C(=O)c1ccc(C(C)(C)C)cc1
→ 4, i, -3, 1, 2, 2.0, 5, -4, -14, 6
4) C[C@H](O)CNC(=O)c1[nH]cnc1C(=O)N[C@@H](C)c1ccccc1
→ -13, i, 5, -2, ., -0.8, -3, 5, -9, 1
5) Cc1ccc(-c2nnc(NCCCO)c3ccccc23)cc1
→ 8, i, 3, 0, -13, -0.1, -1, -5, -4, -1
6) O=C(Nc1nnc(S(=O)(=O)N2CCOCC2)s1)c1ccccc1F
→ 22, i, -1, -3, 0, -1.1, -2, -1, -3, 6
7) CCOc1ccc(N=C2NN=C(c3cc(C)n(CC4CCCO4)c3C)CS2)cc1 (stereo not drawn)
→ -3, i, -2, 1, -2, 0.8, -3, -4, -7, 26
8) O=C(CCNC(=O)C1CCN(S(=O)(=O)c2ccc(F)cc2)CC1)NCc1cccnc1
→ 6, i, 3, -1, -4, -0.8, -2, 8, 24, 6
9) O=S(=O)(Nc1cccc2c1CCCC2)c1ccc(Cl)cc1
→ 14, i, -3, 0, -5, 2.0, -6, 1, -2, -7
10) CCCCCCCC(=O)N/N=C(\C)c1cccnc1
→ 0, i, 1, 2, -5, -1.7, -5, -7, 2, -5
11) CCc1ccc(OCCOC(=O)Nc2ccccc2)cc1
→ 10, i, -1, -1, 9, 0.3, 0, -5, 1, -1
12) CCOCCn1c(CN2CCCCC2C)nc2c1c(=O)n(C)c(=O)n2C (stereo not drawn)
→ 4, i, 3, 0, -7, -1.5, -2, 3, 9, -6
13) O=C(CSc1nnc(-c2ccncc2)o1)NC1C2CC3CC(C2)CC1C3 (stereo not drawn)
→ 6, i, 0, 2, -2, -0.5, 6, -1, -8, -5
14) CCOc1ccc2nc(Cl)c(/C=C/C(=O)c3ccco3)cc2c1
→ -4, i, 1, 3, -1, 0.0, -11, -3, -23, 28
15) CC1CCCCC1NC(=O)COC(=O)/C=C/c1ccc2c(c1)OCO2 (stereo not drawn)
→ 3, i, -1, 0, -2, -1.8, 5, -3, -6, -2
16) COc1ccc(N(CC(=O)NCc2ccc3c(c2)OCO3)C(=O)CCC(=O)Nc2ccccn2)cc1
→ 11, i, -4, 1, -3, -1.3, 3, 1, 2, -3
17) COc1ccc(C/C(N)=N/O)cc1
→ 7, i, 3, -2, -7, -1.6, -3, 0, 8, -5
18) CC1Cc2ccccc2N1S(=O)(=O)c1cccc(C(=O)OCC(=O)NCc2ccco2)c1 (stereo not drawn)
→ 1, i, -1, 5, -2, 2.2, -5, -3, -15, -12
19) COC(=O)c1ccc(NC(=O)COC(=O)c2nc3nccc(C)n3n2)cc1
→ 1, i, 0, 0, -8, -0.6, 3, 4, 3, 0
20) OCCNc1nc(-c2cccnc2)nc2ccccc12
→ 10, i, 5, 0, -6, 6.0, 5, 9, -5, -1
21) CC(C)C[C@H](NC(=O)[C@H]1N2C(=O)c3ccccc3C2SC1(C)C)C(=O)N[C@@H](Cc1ccccc1)C(=O)O (stereo partly drawn)
→ 4, i, 3, -1, -1, -1.2, -5, 1, 2, 8
22) Cc1ccccc1CN1C2=NCCN2c2ccccc21
→ -26, i, 4, -1, 0, -0.2, -9, 3, -1, -5
23) Cc1cc(F)ccc1S(=O)(=O)Nc1ccccc1C(=O)Nc1ncn[nH]1
→ 4, i, -3, 0, 3, 1.0, -1, 4, 19*, 9
24) CC(OC(=O)Cn1[nH]c(=O)c2ccccc2c1=O)C(=O)c1ccccc1 (stereo not drawn)
→ -3, i, -1, -4, 1, 0.8, 4, 1, -5, 1
25) Cn1cc(C(CO)Cc2ccccc2)c2ccccc21 (stereo not drawn)
→ 17, i, 3, 11, -5, -0.3, -2, 8, 0, -1
26) O=C(CSc1nnc(Cc2cccs2)n1Cc1ccco1)Nc1cccc(Cl)c1
→ 16, i, -8, -1, 0, 1.1, -7, 5, 4, 7
27) CCN(CC)S(=O)(=O)c1cccc(-c2nnc(SCC(=O)NC3CCCCCC3)n2N)c1
→ 5, i, 0, 0, -7, -1.2, 6, -3, -3, 1
28) COC(=O)C12CC3CC(C1)CC(n1cnc(Cl)n1)(C3)C2
→ -9, i, -2, 2, 0, -1.3, 4, 3, -2, -1
29) CC(Cc1ccccn1)NC(=O)CCc1nnc(C2CCCCC2)o1 (stereo not drawn)
→ 8, i, -1, -2, -2, 0.2, 3, 4, -3, -3
30) O=c1cc(-c2ccccc2)cc(-c2ccccc2)n1CCCO
→ 1, i, 3, -1, 4, -2.5, 0, 24, 1, 1
31) CCc1ccc(NS(=O)(=O)c2ccc3[nH]cc(C(=O)N4CCCCC4)c(=O)c3c2)cc1
→ -11, i, 14, 12, 34, 1.8, -3, 5, 0, -2
32) COc1ccc(C(=O)/C=C/c2ccc(C)cc2)c(OC(=O)c2ccc([N+](=O)[O-])cc2)c1
→ -4, i, 7, 3, -9, 1.3, 1, -21, 10, -10
33) O=C(O)CCc1nn2c3ccccc3n(CCN3CCCCC3)c2nc1=O
→ 18, i, -2, -2, -4, 0.2, -3, -1, -2, 0
34) COc1ccc(C(CNC(=O)C(C)(C)Oc2ccc(Cl)cc2)N2CCCC2)cc1 (stereo not drawn)
→ 3, i, 2, 0, 0, -0.7, 0, -3, 7, -6
35) Cc1c(O)nc(SCC(=O)Nc2cccc(C(F)(F)F)c2)n(-c2ccccc2)c1=O
→ -11, i, -2, 1, -7, 0.5, 8, 5, 0, -4
36) COC(=O)c1sc(NC(=O)COc2cccc3ccccc23)nc1C
→ -5, i, 3, -2, -6, -2.0, 1, -2, 14, -7
37) Cc1c(C)c2ccc(OCC(=O)Nc3ccccn3)c(C)c2oc1=O
→ -15, i, 1, -3, -2, -1.0, 5, -10, -2, 2
38) CCSc1nc2ccccc2n1CCOc1ccccc1
→ -13, i, -10, 2, 3, 1.1, -3, -2, 1, -7
39) O=C(CSc1nnc(-c2ccccc2F)n1CCc1ccccc1)Nc1ccc2[nH]c(=O)[nH]c2c1
→ 2, i, -1, 2, -6, -0.3, -3, 13, 2, 5
40) CCc1nnc(NC(=O)C2CC(=O)N(Cc3ccco3)C2)s1 (stereo not drawn)
→ 4, i, 2, -1, 0, -3.0, 2, 1, 11, -2

Rewritten as a markdown table: part of the list above
| cpd | structure | SKN-1 block | Rpn11 block | DNMT1 inh | STEP inh | Scp1 inh | LMPTP block | MT1-MMP act inh | SUMO1 PPI mod | NRP1-CendR mod | NadD inh |
| --- | --- | --- | --- | --- | --- | --- | --- | --- | --- | --- | --- |
| 5 | Cc1ccc(-c2nnc(NCCCO)c3ccccc23)cc1 | 8 | i | 3 | 0 | -13 | -0.1 | -1 | -5 | -4 | -1 |
| 6 | O=C(Nc1nnc(S(=O)(=O)N2CCOCC2)s1)c1ccccc1F | 22 | i | -1 | -3 | 0 | -1.1 | -2 | -1 | -3 | 6 |
| 7 | CCOc1ccc(N=C2NN=C(c3cc(C)n(CC4CCCO4)c3C)CS2)cc1 (stereo not drawn) | -3 | i | -2 | 1 | -2 | 0.8 | -3 | -4 | -7 | 26 |
| 8 | O=C(CCNC(=O)C1CCN(S(=O)(=O)c2ccc(F)cc2)CC1)NCc1cccnc1 | 6 | i | 3 | -1 | -4 | -0.8 | -2 | 8 | 24 | 6 |
| 9 | O=S(=O)(Nc1cccc2c1CCCC2)c1ccc(Cl)cc1 | 14 | i | -3 | 0 | -5 | 2.0 | -6 | 1 | -2 | -7 |
| 10 | CCCCCCCC(=O)N/N=C(\C)c1cccnc1 | 0 | i | 1 | 2 | -5 | -1.7 | -5 | -7 | 2 | -5 |
| 11 | CCc1ccc(OCCOC(=O)Nc2ccccc2)cc1 | 10 | i | -1 | -1 | 9 | 0.3 | 0 | -5 | 1 | -1 |
| 12 | CCOCCn1c(CN2CCCCC2C)nc2c1c(=O)n(C)c(=O)n2C (stereo not drawn) | 4 | i | 3 | 0 | -7 | -1.5 | -2 | 3 | 9 | -6 |
| 13 | O=C(CSc1nnc(-c2ccncc2)o1)NC1C2CC3CC(C2)CC1C3 (stereo not drawn) | 6 | i | 0 | 2 | -2 | -0.5 | 6 | -1 | -8 | -5 |
| 14 | CCOc1ccc2nc(Cl)c(/C=C/C(=O)c3ccco3)cc2c1 | -4 | i | 1 | 3 | -1 | 0.0 | -11 | -3 | -23 | 28 |
| 15 | CC1CCCCC1NC(=O)COC(=O)/C=C/c1ccc2c(c1)OCO2 (stereo not drawn) | 3 | i | -1 | 0 | -2 | -1.8 | 5 | -3 | -6 | -2 |
| 16 | COc1ccc(N(CC(=O)NCc2ccc3c(c2)OCO3)C(=O)CCC(=O)Nc2ccccn2)cc1 | 11 | i | -4 | 1 | -3 | -1.3 | 3 | 1 | 2 | -3 |
| 17 | COc1ccc(C/C(N)=N/O)cc1 | 7 | i | 3 | -2 | -7 | -1.6 | -3 | 0 | 8 | -5 |
